Pf growth 96h: Primary qHTS for delayed death inhibitors of the malarial parasite plastid, 96 hour incubation | P. falciparum luciferase reporter growth, 96 h | Potency, µM (series often up to 28.7 µM), for inactives: at the top dose activity change, negative = inhibition, hits mostly inhibitors | 320,000 compounds, 6.9% hits | AID 504834, 2011
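Plates of compound plus infected erythrocytes (2% hematocrit, 0.05% parasitemia final) incubate 96 hours, 37 C, 5% CO2. Detection reagent added; reduced luminescence from the parasites' luciferase reporter flags inhibition.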
Sm TGR inh: qHTS Assay for the Inhibitors of Schistosoma Mansoni Peroxiredoxins; Schistosoma mansoni thioredoxin glutathione reductase (TGR), Q962Y6; purified TGR, DTNB reduction, TNB absorbance 405 nm; Potency, µM (top dose mostly 114 µM), inactives show at the highest dose activity change, negative = inhibition, actives largely listed as inhibitors; 360,000 compounds, 3% hits; AID 485364, 2010; note: nearly all actives have a fitted effect of over 60% in size
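Kinetic colorimetric format: TGR-catalysed, NADPH-driven DTNB reduction monitored via TNB absorbance. Enzyme dispensed at 20 nM; compound exposure 15 min at room temperature before reaction start.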
TbPYK inhibitor: qHTS of Trypanosoma Brucei Inhibitors; pyruvate kinase (Trypanosoma brucei), Q57TT1; TbPYK enzyme, Kinase-Glo Plus ATP luminescence, 45 min; Potency, µM (titrated, usually from 76.8 µM), for inactives: at the highest dose activity, negative = inhibition, actives largely listed as inhibitors; 410,000 compounds, 0.12% hits; AID 624173, 2012; note: nearly all actives have a fitted effect of over 50% in size
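In this concentration-response screen, enzyme-free wells defined baseline while DMSO plates tracked drift. Each reaction combined TbPYK, substrate, compound and 130 uM ADP for 45 min at room temperature. Kinase-Glo Plus luminescence gave the signal.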
HCV inh: qHTS Assay for Inhibitors of Hepatitis C Virus (HCV); Huh7.5.1 HCVcc-Cre infection, luciferase reporter, 44 h; Potency, µM (titrated, usually from 41.8 µM), for the others: at the highest dose activity change, negative = inhibition, actives largely listed as inhibitors; 340,000 compounds, 3.4% hits; AID 651820, 2012
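Cells (1,000/well) were plated 4 h before compound, then infected with HCVcc-Cre virus (~0.5 moi). After 44 h further culture, infection was read as luciferase luminescence following a 15 min substrate incubation at room temperature.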
LmPK inhibitor: qHTS Assay for Inhibitors of Leishmania Mexicana Pyruvate Kinase (LmPK) | Q27686 | purified LmPK, Kinase-Glo ATP luminescence, 1 h | 290,000 compounds, 0.37% hits | AID 1721, 2009 | Potency, µM (top dose mostly 57.5 µM), for the others: at the highest dose activity change, negative = inhibition, most hits filed as inhibitors
Target sequence (Q27686 whole entry, looked up): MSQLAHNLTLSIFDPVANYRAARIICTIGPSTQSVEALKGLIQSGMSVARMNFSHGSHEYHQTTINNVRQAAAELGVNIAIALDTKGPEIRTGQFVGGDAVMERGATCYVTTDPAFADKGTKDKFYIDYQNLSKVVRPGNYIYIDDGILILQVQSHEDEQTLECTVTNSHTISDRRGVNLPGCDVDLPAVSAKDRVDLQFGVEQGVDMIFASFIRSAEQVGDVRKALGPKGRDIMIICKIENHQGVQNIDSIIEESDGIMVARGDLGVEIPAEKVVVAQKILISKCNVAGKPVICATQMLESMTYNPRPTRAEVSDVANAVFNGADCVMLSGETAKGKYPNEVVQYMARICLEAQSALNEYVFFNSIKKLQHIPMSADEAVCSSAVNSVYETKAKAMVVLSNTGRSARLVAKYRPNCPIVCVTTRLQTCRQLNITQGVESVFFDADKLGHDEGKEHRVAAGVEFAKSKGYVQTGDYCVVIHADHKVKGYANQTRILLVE
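In 50 mM imidazole pH 7.2 with 7 mM MgCl2, LmPK (0.1 nM) turned over PEP (0.5 mM) and ADP (0.1 mM) for 1 h at room temperature. Luciferase read-out of ATP.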
Pf growth 48h: Primary qHTS for delayed death inhibitors of the malarial parasite plastid, 48 hour incubation | P. falciparum luciferase growth in erythrocytes, 48 h | Potency, µM (top dose mostly 28.7 µM), for the others: top-dose activity change, negative = inhibition, hits mostly inhibitors | 310,000 compounds, 5.9% hits | AID 504832, 2011
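Luciferase-expressing P. falciparum in infected erythrocytes (2% hematocrit, 0.1% parasitemia final) in RPMI 1640/0.5% Albumax were exposed to compound for 48 hours at 37 C, 5% CO2; growth read as luminescence.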
* marks the source's active call; other numbers are inactive results; [ ] = dose if it differs, or a comment. Calls come from the whole dose curve; as a rule, active = well fitted curve in the direction sought with a large enough effect; inconclusive = small, poorly fitted or top-dose-only effect, or another doubt; inactive = no such curve, though single readings can be large; an effect the other way counts as inactive or inconclusive. % is set by controls: 0 for no effect and ±100 for the full control effect; potency is the fitted concentration of half-maximal effect.

`CC1(C)OC(=O)C(=CNn2cnc3ccccc3c2=O)C(=O)O1` gave Pf growth 96h 37%[activator], Sm TGR inh -14%, TbPYK inhibitor -8%, HCV inh 24%, LmPK inhibitor -3% and Pf growth 48h 39%[activator].
CSc1ccc(CNc2cccc3ccccc23)cc1 was read as Pf growth 96h -54%, Sm TGR inh 3%, TbPYK inhibitor -7%, HCV inh inconclusive and LmPK inhibitor 0%.
`COc1ccc(C(=O)NC(=S)N(C)C2CCCCC2)cc1Br` gave Pf growth 96h 3.7µM*, Sm TGR inh -12%, TbPYK inhibitor -10%, HCV inh -16%, LmPK inhibitor -5% and Pf growth 48h inconclusive.
Screening Cc1ccc(N(CC(=O)Nc2cccc(C)c2)S(=O)(=O)c2cccc3nonc23)cc1 returned Pf growth 96h -2%, Sm TGR inh -3%, TbPYK inhibitor 8%, HCV inh inconclusive, LmPK inhibitor 4% and Pf growth 48h inconclusive.
CSc1ccccc1C(=O)N1CCC2(CC1)CC(=O)c1ccccc1O2 was read as Pf growth 96h -20%, Sm TGR inh 1%, TbPYK inhibitor -3%, HCV inh -13%[8.37 µM] and Pf growth 48h -12%.
For Cc1onc(-c2ccccc2Cl)c1C(=O)Nc1ccc(CN2CCCC2)cc1 the results were Sm TGR inh 79µM*, TbPYK inhibitor -6%, HCV inh inconclusive, LmPK inhibitor 0% and Pf growth 48h inconclusive.
Screening CC(C)[C@H](NC(=O)N1CC(=O)Nc2ccccc21)C(=O)N[C@@H](Cc1c[nH]c2ccccc12)C(=O)O returned Pf growth 96h -23%, Sm TGR inh 2%, TbPYK inhibitor 0%, HCV inh inconclusive, LmPK inhibitor 4% and Pf growth 48h -13%.
`COc1ccc2nc(N3CCC(O)CC3)c(C#N)cc2c1` gave Pf growth 96h -4%, Sm TGR inh -22%, TbPYK inhibitor -10%, HCV inh -5%, LmPK inhibitor 0% and Pf growth 48h 35%[activator].
Screening CC(C)(C)c1csc(NC(=O)c2c(F)c(F)c(F)c(F)c2F)n1 returned Pf growth 96h 0%, Sm TGR inh -17%, TbPYK inhibitor -4%, HCV inh -21%, LmPK inhibitor 2% and Pf growth 48h -8%.
For COc1ccc2c(c1)CCc1c-2n[nH]c1C(=O)NCCC(C)C the results were Pf growth 96h 2%, Sm TGR inh 6%, TbPYK inhibitor -1%, HCV inh -12%, LmPK inhibitor -2% and Pf growth 48h 93%[activator].
COc1ccc([N+](=O)[O-])cc1N(CC(O)CN(CC(C)C)CC(C)C)S(=O)(=O)c1ccccc1 (stereo unspecified) was read as Pf growth 96h inconclusive, Sm TGR inh 9%, TbPYK inhibitor 8%, HCV inh -20%, LmPK inhibitor 4% and Pf growth 48h 9.3µM*.
Screening Clc1cccc(Nc2nc(N3CCOCC3)nc(N3CCOCC3)n2)c1 returned Pf growth 96h inconclusive, Sm TGR inh -4%, TbPYK inhibitor 2%, HCV inh inconclusive, LmPK inhibitor 0% and Pf growth 48h inconclusive.
COc1ccc(NC(=O)N2CCN(c3nc(-c4cccc(OC)c4)cs3)CC2)cc1 was read as Pf growth 96h inconclusive, Sm TGR inh -2%, TbPYK inhibitor -11%, HCV inh 6.3µM*, LmPK inhibitor 4% and Pf growth 48h 10µM*.
`CC(CO)NCC12CC3CC(CC(C3)C1)C2` (stereo unspecified) gave Pf growth 96h 6%, TbPYK inhibitor -11%, HCV inh -5%, LmPK inhibitor -3% and Pf growth 48h inconclusive.
For S=C(NCCc1c[nH]c2ccccc12)NC1CC1 the results were Pf growth 96h -3%, Sm TGR inh 1%, TbPYK inhibitor 1%, HCV inh 8%, LmPK inhibitor -4% and Pf growth 48h -1%.
Screening COc1cc(NC(=O)c2cc3c(=O)n(C)c4ccccc4c3n2C)cc(OC)c1OC returned Pf growth 96h 2%, Sm TGR inh 5%, TbPYK inhibitor 3%, HCV inh inconclusive and LmPK inhibitor 7%.
For O=C(Nc1nnc(S(=O)(=O)N2CCCCC2)s1)c1cccc(Br)c1 the results were Pf growth 96h -7%, Sm TGR inh 7%, TbPYK inhibitor -4%, HCV inh inconclusive, LmPK inhibitor -5% and Pf growth 48h 15%.
For CCS(=O)(=O)N1CCC(C(=O)NCCC2=CCCCC2)CC1 the results were Pf growth 96h inconclusive, Sm TGR inh -3%, TbPYK inhibitor -8%, HCV inh 22%, LmPK inhibitor -3% and Pf growth 48h inconclusive.
C/C(=N\NC(=O)OC(C)(C)C)c1cccc([N+](=O)[O-])c1 was read as Pf growth 96h 4%, Sm TGR inh -5%, TbPYK inhibitor 2%, HCV inh 17%, LmPK inhibitor -4% and Pf growth 48h 54%[activator].
For COc1ccc(C(C)=O)cc1COc1nc(C)nc2ccccc12 the results were Pf growth 96h 9%, Sm TGR inh 5%, TbPYK inhibitor -4%, HCV inh inconclusive, LmPK inhibitor 1% and Pf growth 48h -5%.

Ordered by heavy-atom count (high to low): some entries from above
Screening COc1cc(NC(=O)c2cc3c(=O)n(C)c4ccccc4c3n2C)cc(OC)c1OC returned Pf growth 96h 2%, Sm TGR inh 5%, TbPYK inhibitor 3%, HCV inh inconclusive and LmPK inhibitor 7%.
For O=C(Nc1nnc(S(=O)(=O)N2CCCCC2)s1)c1cccc(Br)c1 the results were Pf growth 96h -7%, Sm TGR inh 7%, TbPYK inhibitor -4%, HCV inh inconclusive, LmPK inhibitor -5% and Pf growth 48h 15%.
C/C(=N\NC(=O)OC(C)(C)C)c1cccc([N+](=O)[O-])c1 was read as Pf growth 96h 4%, Sm TGR inh -5%, TbPYK inhibitor 2%, HCV inh 17%, LmPK inhibitor -4% and Pf growth 48h 54%[activator].

(next part)
Screening Cc1cccc(OCCn2ccnc2)c1C returned Pf growth 96h 5%, Sm TGR inh 0%, TbPYK inhibitor 2%, HCV inh -9%, LmPK inhibitor -1% and Pf growth 48h 7%.
COC(=O)c1cnc(Oc2ccc(NC(=O)NC(=O)c3ccccc3Cl)cc2)cc1C(F)(F)F was read as Pf growth 96h 41%[activator], Sm TGR inh 8%, TbPYK inhibitor -2%, HCV inh -10%, LmPK inhibitor 0% and Pf growth 48h 77%[activator].
Screening CCOc1ccc2nc(CN3CCN(Cc4ccsc4)C(CCO)C3)ccc2c1 (stereo unspecified) returned Pf growth 96h 34%[activator], Sm TGR inh inconclusive, TbPYK inhibitor 1%, HCV inh inconclusive, LmPK inhibitor 3% and Pf growth 48h inconclusive.
`Cc1cccc(NC(=S)NC(=O)CCc2ccccc2)c1C` gave Pf growth 96h inconclusive, Sm TGR inh inconclusive, TbPYK inhibitor -6%, HCV inh -6% and LmPK inhibitor 7%.
Screening COc1ccc(Br)cc1/C=N/NC(=O)c1cccnc1 returned Pf growth 96h 234%[activator], Sm TGR inh -4%, TbPYK inhibitor 2%, HCV inh inconclusive, LmPK inhibitor -5% and Pf growth 48h -16%.
Cc1ccc(C(OCC(O)CN2CCCCC2)c2ccccc2)cc1 (stereo unspecified) was read as Pf growth 96h inconclusive, Sm TGR inh 1%, TbPYK inhibitor 8%, HCV inh 7%, LmPK inhibitor 5% and Pf growth 48h inconclusive.
For OCC[C@@H]1C[C@H](O)[C@@H](O)[C@@]2(Cc3ccccc3O2)O1 the results were Pf growth 96h 49%[activator], Sm TGR inh -1%, TbPYK inhibitor -4%, HCV inh 6%, LmPK inhibitor -10% and Pf growth 48h 37%[activator].
For CN(CCC1CCCCO1)C(=O)c1cc(COc2ccc(F)cc2F)on1 (stereo unspecified) the results were Pf growth 96h 16%, Sm TGR inh 0%, TbPYK inhibitor 1%, LmPK inhibitor 7% and Pf growth 48h -24%.
COC(=O)CCC(=O)N1CCCC(C(=O)c2cc(F)ccc2F)C1 (stereo unspecified) was read as Pf growth 96h 4%, Sm TGR inh -4%, TbPYK inhibitor 2%, HCV inh 16%, LmPK inhibitor -2% and Pf growth 48h 20%.
For Cc1c(C(=O)Nc2ccc(Cl)cn2)oc2ccccc12 the results were Pf growth 96h inconclusive, Sm TGR inh 6%, TbPYK inhibitor -4%, HCV inh 10%, LmPK inhibitor -2% and Pf growth 48h 68%[activator].

The last 2 entries of the section above lead into the next:
COC(=O)CCC(=O)N1CCCC(C(=O)c2cc(F)ccc2F)C1 (stereo unspecified) was read as Pf growth 96h 4%, Sm TGR inh -4%, TbPYK inhibitor 2%, HCV inh 16%, LmPK inhibitor -2% and Pf growth 48h 20%.
For Cc1c(C(=O)Nc2ccc(Cl)cn2)oc2ccccc12 the results were Pf growth 96h inconclusive, Sm TGR inh 6%, TbPYK inhibitor -4%, HCV inh 10%, LmPK inhibitor -2% and Pf growth 48h 68%[activator].
For Cc1ccc(S(=O)(=O)N2CCN(C(=O)CSc3ccccn3)CC2)c(C)c1 the results were Pf growth 96h inconclusive, Sm TGR inh -25%, TbPYK inhibitor -3%, HCV inh -28% and Pf growth 48h -3%.
For COc1ccc(C(C(=O)NC2CCCC2)N(C(=O)c2csnn2)C2CC2)cc1 (stereo unspecified) the results were Pf growth 96h 1%, Sm TGR inh 1%, TbPYK inhibitor -1%, HCV inh 13%, LmPK inhibitor 12% and Pf growth 48h 12%.
CC(=O)c1cc(CC=C(C)C)c(O)c(CC=C(C)C)c1O was read as Pf growth 96h 39%[activator], Sm TGR inh 7%, TbPYK inhibitor -1%, HCV inh 2%, LmPK inhibitor 5% and Pf growth 48h 43%[activator].
Screening CCOC(=O)c1c(C)oc2ccc(O)c(CN3CCCCC3)c12 returned Pf growth 96h 30%, Sm TGR inh 0%, TbPYK inhibitor 18%, HCV inh -19%, LmPK inhibitor 5% and Pf growth 48h 12µM*.
For CC(C)c1ccc(/C=C/C(=O)NCc2ccc(S(N)(=O)=O)cc2)cc1 the results were Pf growth 96h 9%, Sm TGR inh 2%, TbPYK inhibitor 1%, HCV inh 0%, LmPK inhibitor 0% and Pf growth 48h 13%.
`CCC(C)NC(=O)CSc1nc2scc(-c3ccccc3)c2c(=O)[nH]1` (stereo unspecified) gave Pf growth 96h 29%, Sm TGR inh 9%, TbPYK inhibitor 7%, HCV inh 20%, LmPK inhibitor 0% and Pf growth 48h 2%.
CCCCCCc1cc2cc(C(=O)NCc3ccccc3)c(=N)oc2cc1O was read as Pf growth 96h -13%, Sm TGR inh 0%, TbPYK inhibitor 5%, HCV inh -2%, LmPK inhibitor 1% and Pf growth 48h inconclusive.
CC1(c2ccc(OC(F)F)cc2)NC(=O)N(CC(=O)Nc2ccc(S(N)(=O)=O)cc2)C1=O (stereo unspecified) was read as Pf growth 96h 6%, Sm TGR inh 11%, TbPYK inhibitor 5%, HCV inh 10%, LmPK inhibitor 0% and Pf growth 48h 4%.
Cc1nc2ccc(NS(=O)(=O)c3ccc(F)c(C)c3)cc2[nH]1 was read as Pf growth 96h 58%[activator], Sm TGR inh 0%, TbPYK inhibitor 2%, HCV inh 7.1µM*, LmPK inhibitor -4% and Pf growth 48h -8%.
Screening CCOC(=O)N1CCC(N2CCN(CCC(C)C)C(CCO)C2)CC1 (stereo unspecified) returned Pf growth 96h 12%, Sm TGR inh 4%, TbPYK inhibitor 0%, HCV inh 12%, LmPK inhibitor 1% and Pf growth 48h 37%[activator].
Screening CC1CCN(S(=O)(=O)c2ccc3c(c2)NC(=O)CS3)CC1 returned Pf growth 96h 13%, Sm TGR inh 0%, TbPYK inhibitor -7%, HCV inh 15%, LmPK inhibitor 9% and Pf growth 48h -3%.
Screening CN(C(=O)c1c(Br)cnn1C)C12CC3CC(CC(C3)C1)C2 returned Pf growth 96h 1%, Sm TGR inh 5%, HCV inh 2%, LmPK inhibitor -2% and Pf growth 48h 0%.

Screens from PubChem BioAssay.
